B2AR arrestin: qHTS assay of beta-arrestin-biased ligands of beta2-adrenergic receptor. Beta-2 adrenergic receptor (Homo sapiens), P07550. Potency, µM (titrated, usually from 46.1 µM), for inactives: at the highest dose activation, usual class: activators. AID 492947, 2010. beta-arrestin recruitment to beta2AR, cell-based reporter. 330,000 compounds, 0.02% hits;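 note: potency is the fitted concentration of half-maximal effect; 0% = DMSO controls and full agonism = EC100 isoproterenol or metaproterenol; nearly all actives have a fitted effect of over 65% in size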
S-ASM inh: Inhibitors of Secretory Acid Sphingomyelinase (S-ASM): qHTS; placental ASM, HMU-PC fluorogenic substrate, 60 min; Potency, µM (doses to about 57.5 µM), inactives show top-dose activity change, negative = inhibition, most hits filed as inhibitors; 340,000 compounds, 0.006% hits; AID 504937, 2011; note: potency is the fitted concentration of half-maximal effect
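Human placenta-derived ASM preincubated with compound 10 min at room temperature, then reacted with 9 uM (final) fluorogenic HMU-PC substrate for 60 min at 37 C. Stop solution raises pH to 10; fluorescence read at Ex 386/Em 447 nm.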
TSG101-PTAP inh: qHTS Assay for Iinhibitors of HIV-1 Budding by Blocking the Interaction of PTAP/TSG101; Tumor susceptibility gene 101 protein (Homo sapiens), Q99816; Potency, µM (doses to about 115 µM), inactives show top-dose activity change, negative = inhibition, most hits filed as inhibitors; AID 493005, 2010; 340,000 tested, under 10 active; Fluorescence polarization, FITC-PTAP peptide / Tsg101 binding; active = well fitted inhibition curve with a large enough effect in the main read-out, with a control signal flat, not every such curve was filed as active; inconclusive = small, poorly fitted or top-dose-only effect, or effect the other way, or a change in a side signal; inactive = no such curve, though single readings can be large or run the other way; note: potency is the fitted concentration of half-maximal effect; % of control where 0% means no effect
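Fluorescence polarization binding of Tsg101 binding domain (10 uM final) to FITC-labeled PTAP peptide (50 nM final) in HEPES pH 7.5 buffer with NaCl, Tween 20, EDTA, TCEP. Compounds added before peptide; binding 20 min at RT.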
BRCA1 expr up: qHTS Assay to Identify Small Molecule Activators of BRCA1 Expression; MCF7-BRCA1-FFLuc reporter, luminescence, 48 h; response scale: scaled: vehicle 0%, 10 µM genistein 100%; Potency, µM (top dose mostly 46.1 µM), for the others: at the top dose activation, usual class: activators; 380,000 compounds, 1.1% hits; AID 624202, 2012; note: potency is the fitted concentration of half-maximal effect; nearly all actives have a fitted effect of over 80% in size; some results filed as inactive show a strong effect at the top dose
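MCF7-BRCA1-FFLuc cells, 2000/well in phenol-red-free MEM, attached 2 h then treated 48 h at 37 C. Luciferase luminescence read 15 min after reagent; normalized to genistein maximum activation (10microM) and DMSO, concentration-response fitted.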
p53 reactivator: qHTS assay for re-activators of p53 using a Luc reporter; 320,000 compounds, 0.063% hits; Potency, µM (doses to about 92.2 µM), without a hit: top-dose activity change, positive = activation, actives largely listed as activators; H1299 p53-A138V BP100-luciferase reporter, luminescence, 24 h; note: potency is the fitted concentration of half-maximal effect; % of control where 0% means no effect; nearly all actives have a fitted effect of over 45% in size
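p53-null H1299 cells stably carrying temperature-sensitive p53-A138V and a BP100-luciferase reporter were pinned with compounds (4-point, 1:5 series) and held 24 hrs at 37 deg C. Luminescence was read 10 min after detection reagent.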
Eya2 inh: qHTS Assay for Inhibitors of the Phosphatase Activity of Eya2; recombinant Eya2, OMFP fluorescence dephosphorylation (OMFP is methylfluorescein phosphate); Potency, µM (titrated, usually from 76.9 µM), without a hit: at the top dose activity, negative = inhibition, most hits filed as inhibitors; 330,000 compounds, 0.006% hits; AID 488837, 2010; note: potency is the fitted concentration of half-maximal effect; % is set by controls: 0 for no effect and ±100 for the full control effect
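Eya2 protein (added as 0.2 uM solution) was preincubated with compound for 10 min at ambient temperature in 50 mM HEPES pH 7.5, 50 mM NaCl, 5 uM MgCl2, 0.05% BSA, 1 mM DTT. OMFP (added at 50 uM) then reacted 10 min; fluorescence read at 485/525 nm.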
USP2a inh: qHTS Assay for Inhibitors of Ubiquitin-specific Protease USP2a Using CHOP2 as the Reporter; Ubiquitin carboxyl-terminal hydrolase 2 (Homo sapiens), O75604; USP2 core, Ub-CHOP2 coupled fluorogenic reporter, 485/531; Potency, µM (titrated, usually from 38.3 µM), for the others: at the highest dose activity change, negative = inhibition, actives largely listed as inhibitors; 330,000 compounds, 0.01% hits; AID 463254, 2010;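 note: potency is the fitted concentration of half-maximal effect; plate controls were DMSO wells for no effect and full inhibition by NEM control for full effect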
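USP2 core (10nM final) preincubated 30min RT with compound in 20mM Tris-HCl pH 8.0, 2mM CaCl2, 2mM beta-mercaptoethanol, 0.05% CHAPS; 25nM Ub-CHOP2 plus 25nM reporter substrate added, fluorescence (Ex485/Em531) read after 60min.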
Integrin act MD: qHTS for Activators of Integrin-Mediated Alleviation for Muscular Dystrophy; Potency, µM (series often up to 38.3 µM), without a hit: at the highest dose activation, actives largely listed as activators; 350,000 compounds, 0.064% hits; AID 624291, 2012; alpha7betagal myoblasts, beta-gal FDG fluorescence, 48 h;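 note: potency is the fitted concentration of half-maximal effect; 100% = response of the positive control SU9516; nearly all actives have a fitted effect of over 60% in size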
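alpha7betagal+/- myoblasts (passage 13, 250/well) treated 48 h at 37C with compounds at 1:260 dilution of DMSO stock. Lysed, then beta-galactosidase activity read as FDG fluorescence (ex 480/em 540) after 30 min, with pre-read for autofluorescence.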
ELG1 genotox: qHTS screen for small molecules that induce genotoxicity in human embryonic kidney (HEK293T) cells expressing luciferase-tagged ELG1. HEK293T ELG1-luciferase reporter, luminescence, 16 h. Potency, µM (top dose mostly 46 µM), for the others: at the top dose activity change, positive = activation, actives largely listed as activators. 330,000 compounds, 1.3% hits; note: potency is the fitted concentration of half-maximal effect; % of control where 0% means no effect; nearly all actives have a fitted effect of over 60% in size
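Cells (2,000/well) expressing the ELG1-luciferase fusion are dosed by pin tool and kept 16 hr at 37 °C, 5% CO2. Signal comes from ONE-Glo luciferase reagent after 30 min at room temperature.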
TRPV1 ag: HTS Assay for Compounds that Act as Agonists of the Vanilloid Receptor 1. TRPV1-expressing cells, Fluo-8 calcium influx, agonist mode. 320,000 compounds, 0.19% hits. activation, % at 8.33 µM; in the data active = activation above about 80%; inconclusive = between about 30% and that limit; note: 0% is about no effect
Target sequence (Q8NER1 whole entry, looked up): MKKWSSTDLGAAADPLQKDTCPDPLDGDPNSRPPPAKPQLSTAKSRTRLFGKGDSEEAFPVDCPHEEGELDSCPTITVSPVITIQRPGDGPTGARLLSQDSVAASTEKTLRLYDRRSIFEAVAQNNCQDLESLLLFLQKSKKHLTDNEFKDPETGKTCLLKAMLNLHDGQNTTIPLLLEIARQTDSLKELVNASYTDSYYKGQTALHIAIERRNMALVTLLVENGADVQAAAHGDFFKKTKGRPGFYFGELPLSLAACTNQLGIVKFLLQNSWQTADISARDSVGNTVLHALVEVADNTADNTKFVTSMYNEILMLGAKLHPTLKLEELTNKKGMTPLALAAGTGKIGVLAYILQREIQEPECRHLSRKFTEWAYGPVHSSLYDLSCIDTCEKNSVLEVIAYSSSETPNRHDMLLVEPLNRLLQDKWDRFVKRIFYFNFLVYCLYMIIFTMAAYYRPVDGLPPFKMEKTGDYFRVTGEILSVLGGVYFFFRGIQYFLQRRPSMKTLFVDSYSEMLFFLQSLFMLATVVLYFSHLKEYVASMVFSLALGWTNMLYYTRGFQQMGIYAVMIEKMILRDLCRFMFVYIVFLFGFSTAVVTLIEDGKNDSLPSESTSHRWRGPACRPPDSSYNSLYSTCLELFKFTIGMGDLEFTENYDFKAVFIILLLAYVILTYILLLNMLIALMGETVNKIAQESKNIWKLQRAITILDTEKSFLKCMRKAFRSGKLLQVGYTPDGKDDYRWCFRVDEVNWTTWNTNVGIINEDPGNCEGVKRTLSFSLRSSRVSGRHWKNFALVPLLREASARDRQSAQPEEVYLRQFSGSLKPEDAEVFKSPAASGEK
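TRPV1-expressing cells were cultured overnight at 35.5C and loaded with Fluo-8 calcium dye for 40 to 90 min at room temperature. After a 10 s baseline, compound was added and calcium influx was read kinetically for 3 min (ex 480/em 520 nm).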
uPA surface inh: qHTS for Inhibitors of Cell Surface uPA Generation; cell surface uPA generation assay, qHTS; Potency, µM (top dose mostly 38.3 µM), for the others: top-dose activity change, negative = inhibition, usual class: inhibitors; 330,000 compounds, 0.31% hits; active = well fitted inhibition curve with a large enough effect; inconclusive = small, poorly fitted or top-dose-only effect; inactive = no such curve, though single readings can be large or run the other way; tested in mouse RAW 264.7 cells; note: potency is the fitted concentration of half-maximal effect; % is set by controls: 0 for no effect and ±100 for the full control effect; nearly all actives have a fitted effect of over 55% in size
* = called active by the depositor; ? = inconclusive; . = no result given; [ ] = dose if it differs, or a comment. Unless noted, calls come from the whole dose curve; as a rule, active = well fitted curve in the direction sought with a large enough effect; inconclusive = small, poorly fitted or top-dose-only effect, or another doubt; inactive = no such curve, though single readings can be large; an effect the other way counts as inactive or inconclusive.

| item | smiles | B2AR arrestin | S-ASM inh | TSG101-PTAP inh | BRCA1 expr up | p53 reactivator | Eya2 inh | USP2a inh | Integrin act MD | ELG1 genotox | TRPV1 ag | uPA surface inh |
| --- | --- | --- | --- | --- | --- | --- | --- | --- | --- | --- | --- | --- |
| 1 | CCn1c(CNC(=O)c2ccco2)nnc1SCC(=O)Nc1cc(C)c(C)cc1Br | 0.3% | 5% | -1% | -13% | -1% | 26% | 6% | 19%[7.66 µM] | 0% | -1 | 1% |
| 2 | O=c1cc(-c2ccccc2)nc2cc(-c3ccc(Br)cc3)[nH]n12 | -0.2% | 17% | -11% | 19% | 4% | -9% | -4% | -10% | 3% | 1 | 5% |
| 3 | O=C(Nc1ccccc1)C1(c2ccccc2)CC1(Cl)Cl (configuration not stated) | -0.1% | -7% | -1% | -13% | 16% | -20% | 3% | 0% | -2% | 9 | 2% |
| 4 | COc1cccc(C2C(C(=O)c3cc4ccccc4o3)=C(O)C(=O)N2c2cc(C)on2)c1OC (configuration not stated) | -0.2% | 2% | -4% | -22% | 2% | -4% | 1% | 0% | 4% | -3 | 6% |
| 5 | Cn1c(=O)c2c(ncn2CCC(=O)N/N=C/c2ccncc2)n(C)c1=O | 0.4% | 2% | -6% | 12% | . | 2% | 1% | -8% | . | -1 | 0% |
| 6 | Cc1ccc(CNC(=O)c2ccc(N3CCC4(CC3)CC(c3ccccc3)=NO4)c(NC(=O)c3ccc(Br)cc3)c2)cc1 | 0.4% | 15% | 1% | 0% | . | 8% | 1% | 25% | 2% | -4 | 9% |
| 7 | COc1ccc(-n2c(C)cc(/C=C3\C(=O)NN(c4ccccc4)C3=O)c2C)cc1 | 0.2% | -14% | 5% | 87% | ? | -17% | -1% | 11% | ? | 18 | -8% |
| 8 | Cc1ccc2cc(C)c(NCCO)nc2c1 | -0.2% | 0% | -1% | 1% | 3% | 25% | 4% | 6% | -3% | -5 | 14% |
| 9 | Cc1ccc(NC(=O)C2=NNC(=O)CC2)cc1F | -0.2% | 7% | -1% | 0% | 12% | 0% | -1% | ? | 8% | ? | 1% |
| 10 | COc1cc(/C=C/C(=O)c2ccc(Cl)s2)cc(OC)c1O | -0.7% | ? | -7% | -24% | -11% | 24% | 2% | -66%[inhibitor] | -2% | 4 | . |
| 11 | COc1ccc(NC(=S)N2CCN(C/C=C/c3ccccc3)CC2)cc1 | 0.1% | 5% | -10% | 2% | 9% | -3% | 0% | -15% | -5% | 1 | -9% |
| 12 | COc1cc(NC(C)=O)ccc1NC(=O)c1cc2ccccc2o1 | -1.0% | 14% | -3% | 7% | . | 0% | 1% | 20% | ? | 1 | -1% |

Reprinted from the part before: 4 compounds; new compounds follow.
| item | smiles | B2AR arrestin | S-ASM inh | TSG101-PTAP inh | BRCA1 expr up | p53 reactivator | Eya2 inh | USP2a inh | Integrin act MD | ELG1 genotox | TRPV1 ag | uPA surface inh |
| --- | --- | --- | --- | --- | --- | --- | --- | --- | --- | --- | --- | --- |
| 9 | Cc1ccc(NC(=O)C2=NNC(=O)CC2)cc1F | -0.2% | 7% | -1% | 0% | 12% | 0% | -1% | ? | 8% | ? | 1% |
| 10 | COc1cc(/C=C/C(=O)c2ccc(Cl)s2)cc(OC)c1O | -0.7% | ? | -7% | -24% | -11% | 24% | 2% | -66%[inhibitor] | -2% | 4 | . |
| 11 | COc1ccc(NC(=S)N2CCN(C/C=C/c3ccccc3)CC2)cc1 | 0.1% | 5% | -10% | 2% | 9% | -3% | 0% | -15% | -5% | 1 | -9% |
| 12 | COc1cc(NC(C)=O)ccc1NC(=O)c1cc2ccccc2o1 | -1.0% | 14% | -3% | 7% | . | 0% | 1% | 20% | ? | 1 | -1% |
| 13 | CC1CCC2(CC1)NC(=O)N(CC(=O)c1ccc3c(c1)OCO3)C2=O (configuration not stated) | . | 0% | -9% | 2% | . | . | . | -19% | . | . | 0% |
| 14 | Cc1cc(C(=O)CSc2ccc(F)cc2)cc(C)c1O | -1.5% | -9% | 0% | ? | ? | -11% | 0% | 6% | ? | 2 | -6% |
| 15 | COc1ccc(OC)c(S(=O)(=O)CC(O)COc2ccccc2Cl)c1 (configuration not stated) | -2.7% | 2% | 1% | -1% | -12% | -10% | 0% | 0% | -12% | 0 | 5% |
| 16 | CC(=O)c1ccc(Nc2nc3ccccc3nc2NS(=O)(=O)c2cccs2)cc1 | 0.2% | 211%[activator] | -4% | 2% | -2% | 2% | 0% | 19% | -14% | 1 | 9% |
| 17 | Cc1ccc(Nc2cccccc2=O)cc1 | -0.3% | -9% | -4% | ? | ? | -5% | 2% | -15% | ? | 11 | -1% |
| 18 | COc1ccc(C(C)NC(=O)Nc2ccc(C(C)=O)cc2)cc1OC (configuration not stated) | -0.8% | 0% | -2% | 11µM* | 11% | -5% | 5% | 18% | ? | 17 | -24% |
| 19 | CN(CC(=O)Nc1ccccc1C(F)(F)F)C(=O)C1CC1 | -0.3% | 2% | -7% | 9% | -5% | -30% | 4% | 0% | 3% | 0 | 5% |
| 20 | Cc1ccccc1C(=O)N1CCN(c2ccc(NC(=O)Cc3ccccc3)cc2)CC1 | -1.0% | 1% | -3% | -27% | -9% | -1% | 2% | ? | -15% | 2 | -1% |
| 21 | CCOC(=O)c1c(C(C)(C)C)oc2ccc(O)cc12 | -0.2% | -5% | -3% | -47% | -4% | 0% | 0% | -3% | 1% | -6 | 5% |
| 22 | COc1ccc(S(=O)(=O)Nc2ccc(S(=O)(=O)N3CCCCC3)cc2)cc1 | -0.8% | -3% | -3% | -2% | -4% | -7% | -1% | ? | -3% | -2 | 4% |
| 23 | O=c1ccc(S(=O)(=O)N2CCCC2)cn1Cc1ccc(Cl)cc1Cl | 0.0% | 2% | -1% | -13% | -2% | 5% | 3% | ? | -7% | 19 | -6% |
| 24 | CCOc1ccc(C(=O)Nc2cccc(-n3cnnn3)c2)cc1OCC | -0.8% | -4% | -2% | -1% | -8% | -1% | -5% | 14% | -5% | -2 | 3% |
| 25 | O=c1oc(-c2cccs2)nc2ccc(Br)cc12 | 0.1% | 1% | -5% | 9% | -3% | -25% | -1% | 14% | 5% | 1 | 7% |
| 26 | Cc1ccc(-n2nnnc2SCC(=O)Nc2cc(C)on2)c(C)c1 | -0.5% | 4% | 6% | 0% | 9% | 2% | -1% | 19% | -9% | 8 | 1% |
| 27 | O=C(CCNC(=O)c1ccc([N+](=O)[O-])cc1)Nc1cccc(S(=O)(=O)N2CCCCC2)c1 | -0.3% | -3% | -2% | -13% | -5% | -11% | -2% | 1% | -8% | 5 | 7% |
| 28 | COc1ccc(-c2cc(C(=O)NCCCn3ccnc3)no2)cc1OC | 0.1% | 2% | -3% | -47% | 5% | -16% | 10% | 1% | 12% | 2 | -2% |
| 29 | O=C(NCCc1ccccc1)C1CCC(=O)N(Cc2cccc(C(F)(F)F)c2)C1 (configuration not stated) | -0.1% | 0% | -5% | -24% | -2% | 4% | 2% | 6% | 3% | 11 | -2% |
| 30 | CC(=O)c1ccc(NC(=O)COC(=O)c2ccccc2Nc2ccccc2)cc1 | -0.2% | 154% | -9% | 10% | -1% | -3% | 2% | 23% | 2% | 11 | 2% |
| 31 | CCCCN(C(=O)c1ccc([N+](=O)[O-])o1)c1c(N)n(CC(C)C)c(=O)[nH]c1=O | 0.3% | 57%[activator] | -7% | -22% | 1% | -7% | 1% | -20% | -6% | 3 | 7% |
| 32 | CCCN(CCO)Cc1ccc2ccccc2c1 | 0.2% | 2% | -1% | 10% | -6% | -1% | -5% | 9% | -2% | 2 | 4% |
